Screening results: PubChem, several laboratories
TAAR1 agonist: human TAAR1 agonism | Q96RJ0 | 360,000 compounds, 0.99% hits | CHO RD-HGA16 TAAR1, Fluo-8 calcium fluorescence; vehicle wells 0%, saturating PEA agonist 100% | AID 624467 | activation, % at 3 µM;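 active means activation above the mean activation of all test compounds in the run plus 3 SD, cut at about 38% in these data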
Target sequence (Q96RJ0 whole entry, looked up): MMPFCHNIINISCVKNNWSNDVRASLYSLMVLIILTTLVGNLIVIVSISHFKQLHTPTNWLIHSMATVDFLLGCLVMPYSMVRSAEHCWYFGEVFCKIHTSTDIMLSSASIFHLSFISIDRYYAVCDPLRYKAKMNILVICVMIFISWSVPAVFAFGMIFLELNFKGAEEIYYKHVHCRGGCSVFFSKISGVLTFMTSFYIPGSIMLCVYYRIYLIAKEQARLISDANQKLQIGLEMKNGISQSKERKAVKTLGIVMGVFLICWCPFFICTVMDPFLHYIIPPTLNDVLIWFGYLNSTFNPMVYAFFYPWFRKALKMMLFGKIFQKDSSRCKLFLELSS
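System: CHO-derived RD-HGA16 cells with stable Gα16 and human TAAR1 / Times: 17-24 h plating, Fluo-8 75 min 37 °C, 30 min RT / Technique: calcium-sensitive Fluo-8 signal, excitation 470-495, emission 515-575 nm / Measure: % activation relative to PEA EC100 response / Benchmarks: DMSO and PEA EC100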
CHRM5 agonist: CHRM5 agonism in calcium assay; CHO-K1 hM5 cells, Fluo-8 calcium fluorescence; 0% DMSO wells, 100% maximal acetylcholine response; P08912; 360,000 compounds, 0.19% hits; activation, % at 3 µM;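 active means activation above the run's mean over test compounds plus 3 SD, cut at about 23% in these data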;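 further: signal is peak over basal fluorescence ratio across the kinetic read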
M1 PAM parental: M1 PAM counterscreen hit in parental CHO-K1 cells; ATP EC20, Fluo-8 calcium fluorescence; 0% at ATP EC20, 100% at ATP max; activation, % at 3 µM; 360,000 compounds, 0.02% hits;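 active means activation above the run cutoff, the mean activation of all test compounds plus 3 SD, cut at about 40% in these data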;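 further: peak over basal fluorescence ratio in a 140 s read after ATP addition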
CRFBP-R2 agonist: CRF-BP/CRF-R2 complex agonism | HEK293 CRF-R2/CRF-BP, calcium dye fluorescence (FLIPR); percent of saturating CRF peptide response | activation, % at 13.2 µM | 350,000 compounds, 0.46% hits;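 active means activation of at least 50%, plus an integration ratio under a set limit after plate pattern correction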;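 further: plate controls were neutral control wells without compound for no effect and CRF at EC100 for full effect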
TAAR1 antagonist: antagonists of human TAAR1; Q96RJ0; CHO RD-HGA16 TAAR1, Fluo-8 calcium fluorescence, antagonist; inhibition, % at 3 µM; 360,000 compounds, 1.5% hits; AID 624466;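 active means inhibition above a per-plate cutoff, the mean inhibition of test compounds on that plate plus 3 SD, cut at about 49% in these data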;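 further: 0% = DMSO plus EC80 beta-PEA response and 100% = DMSO alone without agonist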
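Test system – hTAAR1-expressing CHO RD-HGA16 cells, Gα16-coupled · Also added – β-PEA at EC80 concentration, post-compound challenge · Compound – 3 µM, single point · Incubation – dye loading 75 min at 37 °C, then 30 min room temperature · Measured by – Fluo-8 intracellular calcium dye fluorescence, real-time kinetic reads · Benchmarks – vehicle and agonist controls · Replicates – singlicate, one well per test compound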
CRFBP-R2 block: antagonists of CRF-binding protein/CRF-R2 receptor complex. HEK293 CRF-R2/CRF-BP, CRF-induced calcium fluorescence. inhibition, % at 11.8 µM. 350,000 compounds, 0.59% hits. AID 588475;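 active means inhibition of the ligand-induced calcium signal above about 50% at the single tested concentration, limit read from the data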
M4 PAM: positive allosteric modulators of human muscarinic M4 receptor; CHO-K1 hM4/Gqi5, Fluo-8 calcium fluorescence, ACh EC20; 0% = ACh EC20, 100% = maximal ACh; P08173; 360,000 compounds, 0.4% hits; activation, % at 3 µM;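 active means activation above its plate's cutoff, the mean activation of sample wells plus 3 SD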; further: some results filed as inactive read as strong as hits
Target sequence (P08173 whole entry, looked up): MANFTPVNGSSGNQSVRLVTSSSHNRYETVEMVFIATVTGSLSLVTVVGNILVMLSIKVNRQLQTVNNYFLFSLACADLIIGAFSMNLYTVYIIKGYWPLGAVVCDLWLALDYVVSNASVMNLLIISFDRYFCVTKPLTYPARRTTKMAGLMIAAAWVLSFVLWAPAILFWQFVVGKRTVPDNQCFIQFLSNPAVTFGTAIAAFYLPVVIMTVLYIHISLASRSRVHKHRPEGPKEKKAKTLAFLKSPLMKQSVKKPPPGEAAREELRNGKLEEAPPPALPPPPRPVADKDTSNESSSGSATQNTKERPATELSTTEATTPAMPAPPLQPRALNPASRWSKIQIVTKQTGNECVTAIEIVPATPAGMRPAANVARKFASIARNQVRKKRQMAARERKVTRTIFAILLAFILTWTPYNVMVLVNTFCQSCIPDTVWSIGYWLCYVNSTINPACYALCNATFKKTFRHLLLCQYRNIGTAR
M5 PAM: positive allosteric modulators of human muscarinic M5 receptor. AID 624038. 360,000 compounds, 0.3% hits. activation, % at 3 µM. P08912. CHO-K1 hM5, Fluo-8 calcium, ACh EC20 PAM; 0% = ACh EC20, 100% = ACh EC100;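 active means activation above the run cutoff, the mean activation of all test compounds plus 3 SD, cut at about 18% in these data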
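Probe or stimulus: acetylcholine, EC20 level; Assay system: human M5 receptor in CHO-K1 cells; Schedule: compound preincubation 140 s before EC20 acetylcholine addition; Technique: intracellular calcium via Fluo-8 fluorescence; Dosing: single-point, 3 µM nominal; Read-out basis: percent activation from peak-over-basal fluorescence ratio, scaled EC20-to-EC100 acetylcholine; Repeats: one well per compound, no replicates.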
M5 antag: CHRM5 antagonism in calcium assay; P08912; CHO-hM5 cells, Fluo-8 calcium fluorescence, ACh EC80; inhibition, % at 3 µM; 360,000 compounds, 0.59% hits; AID 624040;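 active means inhibition above a per-plate cutoff, the mean of that plate's test compounds plus 3 SD, cut at about 27% in these data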;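 further: 0% = acetylcholine EC80 with DMSO and 100% = DMSO without agonist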
An asterisk follows results filed as active; · = no result given.

SMILES	TAAR1 agonist	CHRM5 agonist	M1 PAM parental	CRFBP-R2 agonist	TAAR1 antagonist	CRFBP-R2 block	M4 PAM	M5 PAM	M5 antag
CCOC(=O)c1cc(C#N)c(SCC(=O)O)[nH]c1=O	2	6	7	-0.8	-32	5	1	11	-3
CC1CCCCN1CC(O)COc1ccc(OCC(O)CN2CCCCC2C)cc1 (stereo not drawn)	4	-19	-26	-0.7	-11	13	-12	-9	7
O=C(Cc1ccccc1)NCCN1CCCC1	1	-10	22	-0.3	-4	13	0	1	0
CC(=O)Nc1ccc(C(=O)N2c3ccccc3N=C(c3ccc4c(c3)OCO4)C2C(=O)NCc2ccccc2)cc1 (stereo not drawn)	4	2	·	·	10	·	-2	-3	-4
CCN(CC(=O)NCc1ccc(F)cc1)C(=O)/C=C/c1cccs1	2	2	-11	-0.6	-5	2	9	8	5
CN1CCN(C(=S)c2ccc(N(C)C)cc2)CC1	11	0	19	-1.1	-2	-9	1	6	-10
Cc1[nH]c2ccccc2c1C(=O)CCl	16	-4	14	1.7	3	1	-4	-2	0
COc1ccc(-c2csc(NC(=O)CCn3cnc4ccccc4c3=O)n2)cc1OC	20	5	4	1.4	55*	-5	-26	-10	13
CCOC(=O)N1CCN(c2c(NCCCOC(C)C)c(=O)c2=O)CC1	1	1	22	6.8	-8	21	2	2	-3
COc1ccccc1C(=O)Oc1ccc2ccc(=O)oc2c1	0	-2	-12	-0.2	-7	0	-3	4	-5
CN(C)CC(C(=O)c1ccccc1)c1ccccc1 (stereo not drawn)	1	-2	-6	1.1	10	-2	12	1	11
CCCCNC(=O)c1ccc2c(c1)N(CC)C(=O)c1ccccc1S2(=O)=O	10	2	11	-1.0	-34	-1	-12	-14	18
COc1ccc(C2=CC(=O)CC(c3ccc(F)cc3)C2)cc1 (stereo not drawn)	14	-3	15	9.7	21	-2	4	10	4
CCCCCCC(=O)N(O)C1CC(=O)N(c2ccc(F)cc2)C1=O (stereo not drawn)	0	2	-21	-1.1	-9	21	-6	6	-7
CCN1CCN(Cc2ccc(NC(=O)c3cc(NC(=O)c4ccc5n[nH]nc5c4)cc(OC)c3)cc2C(F)(F)F)CC1	7	-1	18	-1.5	21	2	4	7	-5
CC1CCN(C(=O)c2ccc3c(c2NCCO)C(=O)c2ccccc2C3=O)CC1	48*	4	15	-3.1	21	-14	-4	-4	12
O=C(O)CCCC(=O)Nc1ccc(C(=O)N2CCCCC2)c(Cl)c1	2	-2	12	-0.7	-8	-5	6	9	-12
COc1ccc(C(C)=O)cc1COC(=O)c1cnc(C)cn1	2	2	2	2.6	3	-10	-4	3	-2
CCC(C)NC(=O)Cn1c(=O)n(-c2ccccc2)c(=O)c2ccc(C(=O)NCc3ccco3)cc21 (stereo not drawn)	5	0	-3	1.1	-11	0	-10	-1	1
Cc1ccc(S(=O)(=O)N(C)C)cc1NC(=O)CSc1ncn[nH]1	3	-3	-5	-0.8	-12	-4	9	10	-13
c1ccc(-c2ccc3ccccc3n2)cc1	-2	0	-8	0.7	-10	-3	-2	-1	-2
CCc1nc2ccc(C(=O)NCCOc3ccc(OC)cc3)cn2c1N(CC)CCOC	-1	-1	19	·	-34	·	4	4	-11
C=CCSC1=NNC(c2ccc(C(C)(C)C)cc2)=NN1	0	-3	3	-0.1	-12	-10	-10	-1	7
CCn1c(CNS(=O)(=O)c2ccc(Cl)cc2)n[nH]c1=S	0	-1	13	2.0	20	14	-2	1	-2
S=C(NCc1ccccc1Cl)NC1CCCC1	5	-3	12	3.3	-17	12	3	0	-4
COc1ccc(C(CNC(=O)COc2ccccc2C#N)N2CCOCC2)cc1 (stereo not drawn)	5	1	4	1.9	3	-12	11	-4	2
CCOC(=O)c1sc2nc(CSCC(=O)OCc3ccc(C(=O)OC)o3)[nH]c(=O)c2c1C	6	1	16	3.1	5	13	-1	0	1
O=S(=O)(Nc1cccc2cccnc12)c1ccccc1	-2	-2	5	0.5	21	28	-9	1	15
CCn1c(SCC(=O)Nc2ccc(S(=O)(=O)Nc3ccccn3)cc2)nnc1-c1ccncc1	4	0	20	3.7	-2	-13	3	-6	-2
CN(C)S(=O)(=O)c1ccc(NS(=O)(=O)/C=C/c2ccccc2)cc1	11	-2	1	-0.4	-3	15	0	-10	4
CCOC(=O)c1nnn(CC(=O)N2N=C(c3ccccc3)CC2c2ccccc2)c1C(=O)OCC (stereo not drawn)	8	-3	20	-0.7	-8	71*	19	1	-11
CCN(C(=O)COC(=O)CNC(=O)c1ccccc1C)C1=CCCCC1	1	2	10	-0.1	-20	4	7	4	3
COc1ccc(C)cc1NC(=O)C(c1ccccc1)N1CCNC(=O)C1 (stereo not drawn)	·	-1	-9	·	·	·	4	7	-4
COc1ccc(OC)c(S(=O)(=O)N(C)CC(=O)Nc2ccccc2OC)c1	1	2	17	-0.2	-11	15	1	0	1
N#Cc1c(-c2ccco2)nc(SCc2ccc(F)cc2)[nH]c1=O	4	-1	11	-0.5	-17	29	13	1	2
CC1(C)CC(=O)C(CC2=C(O)CC(C)(C)CC2=O)=C(O)C1	4	1	7	0.3	-7	11	8	-4	0
Cc1c(C(=O)NNC(=O)c2csc(N3CCOCC3)n2)oc2ccccc12	15	-1	14	1.6	4	4	3	4	20
NC(Cc1ccc(Cl)cc1)c1csc(NC(=O)NCC2CCCCC2)n1 (stereo not drawn)	46*	8	10	·	37	·	2	1	14
O=C(Nc1ccc(Cl)cc1)OCCn1nnnc1C(c1ccccc1)N1CCOCC1 (stereo not drawn)	6	-1	4	-0.2	4	-7	-6	-5	-1
O=C(Nc1ccc(Cl)cc1)c1nc[nH]c1C(=O)N1CCN(c2ccccc2)CC1	6	1	-17	0.3	-14	-3	7	-3	10
C=CCn1c(-c2cccc(OC)c2)n[nH]c1=S	1	-1	16	1.5	-1	18	7	-7	9
O=C(/C=C/c1ccccc1[N+](=O)[O-])NCc1ccccc1Cl	0	-4	11	-2.2	-13	2	4	-4	5
CSc1nnc(Nc2ccccc2C)s1	-1	0	11	-1.5	-8	-36	-2	0	2
Cc1ccc(S(=O)(=O)NCc2cn3ccccc3n2)c(C)c1	0	-1	-7	-0.7	-13	2	-4	1	1
CC(C)Oc1ccccc1/C=N/n1nnnc1N	-1	2	24	-4.3	-30	22	-1	-1	3
Cc1cccc(NC(=O)CSc2nc3[nH]c(=O)cc(O)c3s2)c1	0	2	10	0.0	7	-3	9	-6	6
Cc1ccc(-c2cc(N)n(-c3ccc(F)cc3)n2)cc1	-3	-6	-2	-2.3	-30	5	4	2	11
CCCN(CCc1ccccc1)C1CCc2c(O)cccc2C1 (stereo not drawn)	1	-1	-6	-0.2	-9	-13	-18	-16	2

At a glance, some entries already given.
SMILES	TAAR1 agonist	CHRM5 agonist	M1 PAM parental	CRFBP-R2 agonist	TAAR1 antagonist	CRFBP-R2 block	M4 PAM	M5 PAM	M5 antag
Cc1c(C(=O)NNC(=O)c2csc(N3CCOCC3)n2)oc2ccccc12	15	-1	14	1.6	4	4	3	4	20
NC(Cc1ccc(Cl)cc1)c1csc(NC(=O)NCC2CCCCC2)n1 (stereo not drawn)	46*	8	10	·	37	·	2	1	14
O=C(Nc1ccc(Cl)cc1)OCCn1nnnc1C(c1ccccc1)N1CCOCC1 (stereo not drawn)	6	-1	4	-0.2	4	-7	-6	-5	-1
O=C(Nc1ccc(Cl)cc1)c1nc[nH]c1C(=O)N1CCN(c2ccccc2)CC1	6	1	-17	0.3	-14	-3	7	-3	10
C=CCn1c(-c2cccc(OC)c2)n[nH]c1=S	1	-1	16	1.5	-1	18	7	-7	9
O=C(/C=C/c1ccccc1[N+](=O)[O-])NCc1ccccc1Cl	0	-4	11	-2.2	-13	2	4	-4	5
CSc1nnc(Nc2ccccc2C)s1	-1	0	11	-1.5	-8	-36	-2	0	2
Cc1ccc(S(=O)(=O)NCc2cn3ccccc3n2)c(C)c1	0	-1	-7	-0.7	-13	2	-4	1	1
CC(C)Oc1ccccc1/C=N/n1nnnc1N	-1	2	24	-4.3	-30	22	-1	-1	3
Cc1cccc(NC(=O)CSc2nc3[nH]c(=O)cc(O)c3s2)c1	0	2	10	0.0	7	-3	9	-6	6
Cc1ccc(-c2cc(N)n(-c3ccc(F)cc3)n2)cc1	-3	-6	-2	-2.3	-30	5	4	2	11

Next records.
SMILES	TAAR1 agonist	CHRM5 agonist	M1 PAM parental	CRFBP-R2 agonist	TAAR1 antagonist	CRFBP-R2 block	M4 PAM	M5 PAM	M5 antag
O=C(CN1C(=O)NC2(CCCCCC2)C1=O)Nc1ccc([N+](=O)[O-])cc1	1	3	12	-0.7	27	-13	-2	-10	13
CCN(C(=O)CN1CCCCC1C)c1c(N)n(Cc2ccccc2)c(=O)[nH]c1=O (stereo not drawn)	9	1	20	-0.3	-19	-3	9	-3	12
CN1CCN(C2CN(Cc3cn(Cc4ccccc4)nn3)S(=O)(=O)C2)CC1 (stereo not drawn)	1	1	2	·	-25	·	8	-1	3
Cc1cc(C)nc(NC(=O)c2ccc(Br)s2)n1	2	-1	-2	-0.9	-24	2	3	-9	-1
O=[N+]([O-])c1ccc(CN2CCN(c3ccccc3Cl)CC2)o1	0	-4	14	-1.9	12	8	1	2	-4
CC(C)N(CCc1ccncc1)C(=O)Nc1ccc(Cl)c(Cl)c1	1	-3	15	-2.5	11	-5	-8	-6	4
CC1CN(C2CCN(C(=O)c3ccccc3Cl)CC2)CC(C)O1 (stereo not drawn)	14	-7	8	-0.1	-12	8	14	1	3
Cc1sc(NC(=O)c2c(F)cccc2F)nc1-c1ccccc1	4	-4	7	2.6	-4	-19	8	2	0
COc1ccc(OC)c(-c2csc(N3CCC(c4ccccc4)CC3)n2)c1	4	0	-2	-0.2	-17	-2	6	5	13
Cc1nnc(NC(=O)CCCCCN2C(=O)C3C4C=CC(C4)C3C2=O)s1 (stereo not drawn)	0	1	16	-0.9	-10	8	2	0	-1
